# Source: PubChem BioAssay
# ALOX12 inh = ALOX12 (human) lipoxygenase inhibition | P18054 | AID 1671190 | Potency, µM (doses to about 108 µM), without a hit: at the top dose activity change, negative = inhibition, actives largely listed as inhibitors | hit rate 1.1% among 580,000 | purified 12hLO, xylenol orange hydroperoxide absorbance; active means well fitted inhibition curve with a large enough effect; inconclusive means small, poorly fitted or top-dose-only effect, or another doubt; inactive means no such curve, though single readings can be large or run the other way
# Target sequence (P18054 whole entry, looked up): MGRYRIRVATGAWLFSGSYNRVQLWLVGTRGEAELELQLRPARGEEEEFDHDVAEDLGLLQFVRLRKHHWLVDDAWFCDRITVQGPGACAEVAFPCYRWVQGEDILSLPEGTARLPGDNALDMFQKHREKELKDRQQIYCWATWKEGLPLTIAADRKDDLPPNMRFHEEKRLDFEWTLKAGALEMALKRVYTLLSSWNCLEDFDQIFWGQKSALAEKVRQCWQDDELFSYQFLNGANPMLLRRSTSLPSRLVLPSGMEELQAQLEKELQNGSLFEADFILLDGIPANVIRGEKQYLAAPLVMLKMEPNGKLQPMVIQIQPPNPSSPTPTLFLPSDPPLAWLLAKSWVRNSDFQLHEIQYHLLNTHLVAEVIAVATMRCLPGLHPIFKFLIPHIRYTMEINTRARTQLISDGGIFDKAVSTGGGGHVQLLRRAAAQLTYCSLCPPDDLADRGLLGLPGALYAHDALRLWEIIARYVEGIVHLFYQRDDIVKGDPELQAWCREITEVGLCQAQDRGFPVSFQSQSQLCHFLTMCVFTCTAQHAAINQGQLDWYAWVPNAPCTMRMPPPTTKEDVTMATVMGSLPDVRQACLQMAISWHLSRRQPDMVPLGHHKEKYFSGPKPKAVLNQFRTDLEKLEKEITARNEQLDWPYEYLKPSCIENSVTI
#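 Purified human 12hLO (150 nM final) in 25 mM Hepes, 0.01% Triton X-100, pH 7.0 was preincubated 15 min at room temperature with compound. Then 40 uM arachidonic acid was added, 30 min. Hydroperoxide was read by Fe-XO absorbance ratio 573/405 nm.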
# Active calls of the source: *; ? = inconclusive; [ ] = remark or other dose. On the % scale 0 is the no-effect control and ±100 the full control effect; potency means the concentration at half of the fitted maximal effect. A portion of the library; the hit share may differ from the screen's.
SMILES,ALOX12 inh
O=C1NC(=NC2CCCC2)C2(CCCN([S+](=O)([O-])c3cccs3)C2)N1c1cccnc1 (centres undefined),4.5%[6.33 µM]
O=C1CC(c2noc(Cc3ccc(Cl)cc3)n2)CN1C1CCCCC1 (centres undefined),-0.5%
CCOc1cc(=O)n2c(c1C(=O)N(CC)Cc1ccncc1)CCCCC2,58.3%[activator]
CN(CCC1CCOCC1)C(=O)c1cc(COc2ccccc2F)[nH]n1,79.7%[activator]
CC(C)NC(=O)N1CCCC1c1noc(CCC(=O)NCC2CC2)n1 (centres undefined),47.1%
C=CCNc1nc(-c2c(N)n(CCC)c(=O)n(C)c2=O)cs1,?
Cc1cc(C)c2[nH]c(C(=O)N(C)Cc3ccc4nsnc4c3)c(C)c2c1,-5.1%
CCCN(C(=O)C1CCCN(c2ncnc3c2nc2n3CCCCC2)C1)c1ccccc1C (centres undefined),0.0%
Cc1noc(C)c1[S+](=O)([O-])N1CCc2nc(C(C)C)nc(-c3ccc(Cl)cc3)c2C1,5.8%
Cc1cc(C)cc(C2CC(C)(O)CC(c3cc(C)cc(C)c3)S2)c1 (centres undefined),?
CS(=O)(=O)CCN1CCN(c2ccccc2O)CC1,?
O=[N+]([O-])c1ccc2c(c1)CO[C@]21O[C@H](CCO)C[C@H](O)[C@H]1O,-0.2%
Cc1ccc(C(=O)N2CCOC(CN(C(=O)c3ccc(F)cc3)C3CCCC3)C2)cc1 (centres undefined),19.1%
CCC/C=C(/CC)C[N+]1(C)CCCCC1,?
CC(C)Cc1nnc(NC(=O)c2cc(=O)c3ccccc3o2)s1,?
Cc1cccc(-c2noc([C@@H]3C[C@@H](O)CN3Cc3cccc(C#N)c3)n2)c1,?
N#Cc1ccccc1CCC(=O)Nc1cccc(/C=C/c2ccccn2)c1,-9.9%
COc1cc(OC)cc(-c2onc(C)c2C(=O)NC2Cc3ccccc3C2)c1,?
Cc1cc(CNC(=O)c2cc(-c3ccncc3)cc3c2OCCN3C)no1,-27.1%[176 µM]
CSc1cccc(NC(=O)CCc2ncc(-c3c(F)cccc3F)o2)c1,-29.8%
CCc1nc2c(c(-c3ccc(Cl)cc3)n1)CCN(Cc1cccn1C)CC2,-7.9%
O=C(CSc1nnc2ccccn12)c1ccc(F)c(F)c1,2.6%
Cc1cccc(NC(=O)CCCc2nc3ccccc3o2)c1,9.9%
O=C(CCCc1nc2ccccc2o1)NCc1ccccc1Cl,23.8%
Cc1ccc(C(=O)Nc2ccc3c(c2)CCC3)s1,-66.8%
COc1cccc(OC)c1C(=O)Nc1ccc(-c2nc3ccc(C)cc3o2)cc1,-9.0%
CCCNC(=O)/C(=C/c1cn(S(=O)(=O)N(C)C)c2ccccc12)NC(=O)c1ccccc1OC,-25.6%
O=C(CCCCCCCC(=O)NNC(=O)c1ccc(Cl)cc1)NNC(=O)c1ccc(Cl)cc1,?
COc1cccc(C(O)c2nc(C(=O)NCc3ccco3)c(C)o2)c1 (centres undefined),-19.7%[176 µM]
Cc1ccc(-n2c(C3CCN(C(=O)c4cc(C)cc(C)c4)CC3)n[nH]c2=O)cc1,-18.9%
CCc1noc(-c2cn(C3CCN(C(=O)COc4ccc(F)cc4)C3)nn2)n1 (centres undefined),?
CC(C)(C)c1csc(C2CN(CCC#N)CCO2)n1 (centres undefined),-3.7%
CN1Cc2nnn(Cc3ccccc3)c2-c2cc(N3CCCCC3)ccc2S1(=O)=O,-5.1%
Cc1nc2ccc(C(=O)NC3CCC(C)CC3)cc2nc1C (centres undefined),-4.7%
O=C(O)C[C@@H]1CCN(C(=O)Nc2ccccc2)C[C@@H]1CC1=NCCc2cc(F)ccc21,?
NC(=O)C1CCCc2c1[nH]c1ccc(Cl)cc21 (centres undefined),-20.2%[57.4 µM]
COCC(=O)NC1CCC12CCN(C(=O)C1CCC1)CC2 (centres undefined),11.5%
CSc1ccc(/C=C/C(=O)c2ccc(NC(=O)c3ccccc3)cc2)cc1,10.5%
C=CCNC(=O)c1ccc(C(=O)NC(Cc2ccccc2)C(=O)O)cc1C(=O)O (centres undefined),-50.4%
Nc1[nH]c(/C=C2/CCCCC2n2[nH]c(=O)n(-c3ccccc3)c2=O)c(Cc2ccccc2)[n+]1Cc1ccccc1 (centres undefined),?
Cc1ccc(C)c(-c2csc(-c3cc4ccc(O)cc4oc3=O)n2)c1,-7.9%
CS(=O)(=O)N1CCN(C(C(=O)O)c2c[nH]c3cc(F)ccc23)CC1 (centres undefined),?
Cc1ncc(-c2ccc(C)c(S(=O)(=O)Nc3cccc(Cl)c3C)c2)o1,-24.4%
O=C(Cc1ccc2ccccc2c1)Nc1nccs1,27.3%
Cc1ccc(C2Cn3nnc(C(=O)N4CCN(C(=O)c5c(F)cccc5F)CC4)c3CO2)cc1 (centres undefined),16.1%
CC(Cc1cccs1)NC(=O)C1CCCO1 (centres undefined),-1.5%
Cc1ccc(S(=O)(=O)N(C)[C@H]2C[C@H]3c4[nH]c5c(-c6ccccc6)cccc5c4CCN3C(=O)[C@H]2[C@H](C)O)cc1,?
CCn1c(N)c(-c2csc(Nc3cc(C)ccc3C)n2)c(=O)[nH]c1=O,?
Cc1nn(-c2ccc(C(F)(F)F)cc2)c(C)c1[C@@H]1C=C[C@@H](NC(=O)c2cccnc2)C1,12.7%[176 µM]
Cc1cccc(-c2noc(-c3ccccc3Br)n2)c1,-2.1%
C=CCNC(=O)c1cccn2nccc12,41.0%[activator][176 µM]
CCOCC(=O)NCCc1noc(-c2ccccc2)n1,?
O=C([C@@H]1C[C@H](F)CN1C(=O)NC1CCCC1)N1CCc2ccccc2C1,15.1%
CC1CCCCN1C(=O)c1ccc(CN2C(=O)NC3(CCS(=O)(=O)CC3)C2=O)cc1 (centres undefined),6.8%
Cc1nn(CC(O)c2ccc(F)cc2)c(=O)c2ccccc12 (centres undefined),17.9%
O=C(C1CCCO1)N1CCOc2ccc(CN3CCc4ccccc4C3)cc2C1 (centres undefined),42.4%[activator]
O=C(NC1CC1)c1ccn2nccc2c1,25.3%[176 µM]
CC1CCC(NC(=O)c2cc3ccccc3c(Cl)n2)CC1 (centres undefined),39.8µM*
CCN1CCC(N(C(=O)c2cc3ccccc3n2C)C2CC2)CC1,-8.2%
CC1(c2noc(-c3ccccn3)n2)CCN(C(=O)C2CCN(C(=O)c3ccc(=O)[nH]c3)CC2)CC1,15.4%

# Part of the list above in order of molecular weight, highest first:
SMILES,ALOX12 inh
CC1(c2noc(-c3ccccn3)n2)CCN(C(=O)C2CCN(C(=O)c3ccc(=O)[nH]c3)CC2)CC1,15.4%
O=C(Cc1ccc2ccccc2c1)Nc1nccs1,27.3%
CC(Cc1cccs1)NC(=O)C1CCCO1 (centres undefined),-1.5%

# (further entries)
SMILES,ALOX12 inh
COc1cncc([C@@H](NC(=O)c2coc3ccccc23)C2CC(O)C2)c1 (some centres undefined),77.9%[activator]
Cc1ccc(C)c(C(=O)N2CCC(C3CCN(C)CC3)C2)c1 (centres undefined),14.4%
CCC(=O)NC12CC3CC(CC(C3)C1)C2,?
CCOc1ccc(-n2cnc3scc(-c4ccc(Br)cc4)c3c2=O)cc1,-6.0%
Cc1cccc(NC(=O)N2CCC(Oc3ncccc3C(=O)N3CCCCC3)C2)c1C (centres undefined),9.0%
O=C1c2c(nc(CNc3ccc(OC(F)(F)F)cc3)n2Cc2ccccc2)NCCN1CCN1CCOCC1,?
Cc1cn2nnc(C(=O)NCCc3ccccc3)c2c(=O)[nH]1,17.5%
Cc1cc(C(=O)CSc2nnc(CN3CCCC3)n2-c2ccccc2)c(C)n1CC(F)(F)F,13.7%
O=C(c1ccco1)N1CCC[C@H]1c1nc(-c2ccccc2)no1,31.4%
CN(Cc1ccccc1)Cc1cn(C[C@H]2O[C@@H](CC(=O)NCc3ccc(F)cc3)[C@H](O)[C@@H]2O)nn1,-13.7%
CCOCCn1c(N2CCC(Cc3ccccc3)CC2)nc2c1c(=O)[nH]c(=O)n2C,17.3%
CCCc1nnc(NC(=O)C2CC(=O)N(c3n[nH]c4cc(Br)ccc34)C2)s1 (centres undefined),7.0%
CN(C)c1nc2c(c(=O)[nH]1)CCN(Cc1cccc(OC(F)(F)F)c1)CC2,35.1%[activator]
CNC(=O)c1cc(-c2ccncc2)cc2c1OCCN2Cc1cccnc1,4.2%[176 µM]
CC(C)C(NCC(N)=O)c1cccs1 (centres undefined),21.9%
CC(C)CN1C(=O)c2cccn2CC1C(=O)NCc1cc(F)ccc1F (centres undefined),8.1%
COC[C@@H]1[C@H](NC(=O)c2ccc(-n3cccn3)cc2)[C@@H]2CCO[C@H]12,20.2%
CN1CCCC1c1nc(C2CN(C(=O)CCc3nc4ccccc4[nH]3)C2)no1 (centres undefined),13.3%
c1ccc(CCCN2Cc3[nH]cnc3C[C@H]2c2nc(-c3cnccn3)no2)cc1,39.3%[activator][176 µM]
O=C(N[C@H]1CCN2C(=O)N(c3cccc(C(F)(F)F)c3)C(=O)[C@@H]2C1)c1ccncc1,17.5%[176 µM]
O=C([C@@H]1C[C@H](c2ccc(F)cc2)N(Cc2ccccc2Cl)C1)N1CCOCC1,?
O=C1/C(=C/c2cccnc2)Cc2c(Cl)cccc21,?
Cc1cccc(Nc2nc(C(=O)N3CCc4ccccc4C3)cs2)c1,-3.3%
COc1ccc(CNc2nc3c(c(=O)[nH]c(=O)n3C)n2Cc2cccc(C)c2)cc1,0.4%
CCCCCn1nc(C(=O)N2CCC(n3c(=O)[nH]c4ccccc43)CC2)c2ccccc2c1=O,-2.6%
CCN1CC(CN(C)Cc2nc(Cc3ccccc3)no2)Oc2ccccc21 (centres undefined),?
Cc1cc(F)ccc1NC(=O)c1cnc(-c2ccc(F)cc2)nc1-c1ccncc1,?
Nc1ncccc1CN1CCc2ncc(C(=O)NCc3ccccc3)n2CC1,15.5%[176 µM]
Cc1ccc(-c2csc(C3=C(O)CN(NC(=O)c4ccc(Br)cc4)C3=N)n2)cc1,-14.3%
Cc1cc(C)cc(-c2nc(C3CC(=O)N(c4ccc(Cl)cc4)C3)no2)c1 (centres undefined),8.7%
COc1ccc(-c2cc(N3CCCC(NC(=O)Cc4ccc(OC)c(OC)c4)C3)n[nH]2)cc1 (centres undefined),46.1%[activator]
CN1[C@@H](CCC(=O)NCc2cccs2)CNC(=O)[C@@H]2[C@H]1CCN2Cc1ccc(O)cc1,7.1%[176 µM]
Cc1ccc(C(=O)N2CCC(CCC(=O)NCCc3c[nH]c4ccccc34)CC2)cc1,13.9%
O=C1Nc2ccccc2C12CCN(Cc1ccccc1)C2 (centres undefined),4.0%[12.5 µM]
CCN1CCN(CC(=O)Nc2oc3ccccc3c(=O)c2-c2ccc(OC)c(OC)c2)CC1,17.5%
CCOc1ccccc1C(=O)Nc1ccc(C(F)(F)F)oc1=O,?
N#Cc1ccccc1COC(=O)c1ccc(C(=O)c2ccccc2)cc1,?
CC(C)(C)N1Cc2nnn(Cc3ccccc3)c2-c2cc(N3CCCCC3)ccc2S1(=O)=O,-44.5%
CC1CCC(C(=O)NC(C(=O)Nc2ccc3c(c2)OCO3)C(C)C)CC1 (centres undefined),-9.9%
Cc1nc(CCNS(=O)(=O)c2ccc(Cl)c(C)c2)no1,6.0%
CC(C(=O)N1CCc2ccccc2C1)N(C)Cc1c(F)cccc1Cl (centres undefined),?
Cc1ncc(-c2ccc(C)c(S(=O)(=O)Nc3ccc(OC(F)(F)F)cc3)c2)o1,-12.5%
COc1ccc(CC(=O)N2CCCN(c3cc(-c4ccc(Br)cc4)[nH]n3)CC2)cc1OC,11.8%
CCOc1ccc(C2CCCN2S(=O)(=O)c2cc(F)cc(F)c2)cc1 (centres undefined),-11.8%
Clc1ccc(CN2CCOC[C@H](Oc3cccnc3)C2)cc1,-11.9%[176 µM]
O=C(NCc1ccnc2[nH]ccc12)c1cccc2[nH]ccc12,2.0%[176 µM]
Cc1ccc(OC(=O)N2CCC(COc3ccc4c(cnn4CCC(=O)O)c3)CC2)cc1,3.9%[176 µM]
Cn1nc(C2CCN(C(=O)c3ccsc3)CC2)c2c1CCOC2,66.4%[activator]
CCOCC(=O)N[C@@H]1c2ccccc2C2(CCNCC2)[C@H]1OC,31.4%[activator]
Cc1cccc(C)c1NC(=O)Cn1c(C)cc2nc3n(c(=O)c21)CCCCC3,20.4%
CCCCc1c(C)nc2c(C)cccc2c1SCC(=O)O,80.1%
COc1ccc(CCC(=O)Nc2ccc(-c3nnc4n3CCCC4)cc2)cc1,18.0%
COc1cccc(Nc2nccc3[nH]c(-c4cccc(C(F)(F)F)c4)nc23)c1,?
O=C(c1ccc(F)cc1)c1ccc(OCC(=O)N2CCc3ccccc32)cc1,-3.9%
CC(Oc1ccccc1)C(=O)Nc1ccc(OCc2ccccc2)cc1 (centres undefined),?
COc1cc(CC(=O)OCC(=O)Nc2ccc(OC(F)F)cc2)cc(OC)c1OC,-5.8%
Cc1ccc(-c2nonc2NC(=O)c2ccccc2)cc1,10.1%
CCn1cc(-c2ccc(Cl)cc2)cc1C(=O)NCCCN1CCOCC1,16.5%

# Quoted at random: 6 records from the list, in no set order.
SMILES,ALOX12 inh
CCn1cc(-c2ccc(Cl)cc2)cc1C(=O)NCCCN1CCOCC1,16.5%
COc1cc(CC(=O)OCC(=O)Nc2ccc(OC(F)F)cc2)cc(OC)c1OC,-5.8%
COc1ccc(CC(=O)N2CCCN(c3cc(-c4ccc(Br)cc4)[nH]n3)CC2)cc1OC,11.8%
COc1cccc(Nc2nccc3[nH]c(-c4cccc(C(F)(F)F)c4)nc23)c1,?
CCCCc1c(C)nc2c(C)cccc2c1SCC(=O)O,80.1%
CC(Oc1ccccc1)C(=O)Nc1ccc(OCc2ccccc2)cc1 (centres undefined),?

# Some of these compounds in order of their number in ALOX12 inh, highest first.
SMILES,ALOX12 inh
Cc1cccc(C)c1NC(=O)Cn1c(C)cc2nc3n(c(=O)c21)CCCCC3,20.4%
O=C(c1ccc(F)cc1)c1ccc(OCC(=O)N2CCc3ccccc32)cc1,-3.9%
CCOc1ccc(C2CCCN2S(=O)(=O)c2cc(F)cc(F)c2)cc1 (centres undefined),-11.8%
